NPSR antag – antagonists of human neuropeptide S receptor cAMP signaling; CHO-NPSR cells, cAMP TR-FRET, antagonist mode; Q6W5P4; Potency, µM (series often up to 38.3 µM), without a hit: at the highest dose activity change, negative = inhibition, actives largely listed as inhibitors; AID 1461; hit rate 1% among 220,000; further: potency means the concentration at half of the fitted maximal effect; on the % scale 0 is the no-effect control and ±100 the full control effect; nearly all actives have a fitted effect of over 50% in size; many of its hits are not listed in these tables
Target sequence (Q6W5P4 whole entry, looked up): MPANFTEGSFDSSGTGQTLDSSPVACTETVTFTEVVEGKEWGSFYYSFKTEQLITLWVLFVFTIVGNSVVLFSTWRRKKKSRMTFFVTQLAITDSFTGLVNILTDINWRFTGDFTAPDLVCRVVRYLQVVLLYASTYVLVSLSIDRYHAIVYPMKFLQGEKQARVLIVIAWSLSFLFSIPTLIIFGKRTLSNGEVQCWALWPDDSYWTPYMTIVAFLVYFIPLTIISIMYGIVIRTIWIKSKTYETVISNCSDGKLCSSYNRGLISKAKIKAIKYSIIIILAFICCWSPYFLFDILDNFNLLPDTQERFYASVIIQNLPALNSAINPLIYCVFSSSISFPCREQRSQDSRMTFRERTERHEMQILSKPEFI
IMPase Li cell – IMPase inhibition in cells with lithium potentiation; CHO-M1 cells, IP1 TR-FRET (IP-One), carbachol + lithium; Potency, µM (top dose mostly 59.4 µM), for the others: at the top dose activity, negative = IMPase inhibition, actives largely listed as inhibitors; hit rate 0.35% among 210,000;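 further: IP1 builds up when IMPase is blocked and the TR-FRET signal falls; potency means the concentration at half of the fitted maximal effect; plate controls were basal vehicle for no effect and high inhibitor control for full effect; nearly all actives have a fitted effect of over 50% in size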
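IP1 accumulation measured by competitive TR-FRET in lysed CHO-M1 cells after 30 min compound exposure at 37C, with a small lithium addition to potentiate weak responses. Hill-equation AC50 from ratio and donor-channel data.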
Lamin A splicing – LMNA splicing modulation | hit rate 0.01% among 200,000 | Potency, µM (series often up to 46.1 µM), for the others: at the top dose ratio change, negative = inhibition, actives largely listed as inhibitors | HeLa LMNA splicing GFP/RFP minigene ratio, 48 h; active means well fitted inhibition curve with a large enough effect in the signal ratio, with a control signal flat, not every such curve was filed as active; inconclusive means small, poorly fitted or top-dose-only effect, or effect the other way, or a change in a side signal; the % refers to the signal ratio; further: potency means the concentration at half of the fitted maximal effect; on the % scale 0 is the no-effect control and ±100 the full control effect
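Read-out is the ratio of GFP to DsRed2 object intensity, acquired by 488 nm laser-scanning cytometry on HeLa lamin A-EGFP minigene reporter cells. Compound incubation 48 hrs at 37 °C in Opti-MEM with 2% FBS; DMSO 0.5% final.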
Luc counter – blocks Kinase-Glo luciferase, a counter-screen artifact. hit rate 0.28% among 200,000. Q27757. Kinase-Glo luciferase, ATP luminescence, 8 min. Potency, µM (doses to about 38.3 µM), for the others: at the highest dose activity change, negative = inhibition, most hits filed as inhibitors; further: potency means the concentration at half of the fitted maximal effect; on the % scale 0 is the no-effect control and ±100 the full control effect; nearly all actives have a fitted effect of over 60% in size
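Kinase-Glo luciferase light output from ATP and luciferin was measured with 10 uM ATP, within the enzyme's linear range. Buffer: 50 mM imidazole pH 7.2, 50 mM KCl, 7 mM MgCl2, 0.01% Tween 20, 0.05% BSA; luminescence read after 8 min at ambient temperature.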
Epigenetic derep – derepresses silenced GFP reporter in murine cells | Potency, µM (highest dose often 53.9 µM), inactives show at the highest dose GFP activation, actives largely listed as activators | murine LDR cells, GFP reporter derepression, 30 h | hit rate 0.2% among 280,000 | AID 1865; further: potency means the concentration at half of the fitted maximal effect; % of control where 0% means no effect; nearly all actives have a fitted effect of over 60% in size
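In this reporter-derepression format, murine cells bearing a silenced integrated CMV-GFP locus incubate with test compound (30 h, 37 C), then are washed and imaged; fluorescent objects of 20–120 um count as induced cells.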
CBFb RUNX1 block – inhibitors of human CBF-beta and RUNX1 interaction; AlphaScreen CBFb-His/RUNX1-biotin binding, biochemical; Potency, µM (titrated, usually from 59.8 µM), without a hit: at the top dose activity, negative = inhibition, most hits filed as inhibitors; 230,000 tested, under 10 active; further: % of control where 0% means no effect
Target sequence (Q01196 whole entry, looked up): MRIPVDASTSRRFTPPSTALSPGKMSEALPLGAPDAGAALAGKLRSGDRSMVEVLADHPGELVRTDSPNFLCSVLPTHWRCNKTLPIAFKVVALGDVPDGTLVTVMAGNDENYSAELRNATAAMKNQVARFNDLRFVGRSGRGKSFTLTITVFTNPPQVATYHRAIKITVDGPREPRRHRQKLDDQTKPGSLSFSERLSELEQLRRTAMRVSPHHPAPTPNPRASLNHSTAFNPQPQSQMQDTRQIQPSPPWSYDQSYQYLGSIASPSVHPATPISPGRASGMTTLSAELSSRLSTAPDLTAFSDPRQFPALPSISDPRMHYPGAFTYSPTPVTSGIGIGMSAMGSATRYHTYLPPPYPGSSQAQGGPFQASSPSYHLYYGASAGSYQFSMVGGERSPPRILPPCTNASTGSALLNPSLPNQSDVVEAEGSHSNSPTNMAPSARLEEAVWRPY
Target sequence (Q13951 whole entry, looked up): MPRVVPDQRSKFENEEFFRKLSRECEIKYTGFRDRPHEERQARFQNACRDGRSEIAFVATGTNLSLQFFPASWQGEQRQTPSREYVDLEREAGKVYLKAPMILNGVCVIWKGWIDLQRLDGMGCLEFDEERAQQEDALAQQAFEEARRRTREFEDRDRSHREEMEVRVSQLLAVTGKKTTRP
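Proteins preincubated together for 20 min at RT before compound addition; 15 min later, nickel and streptavidin beads were added and left 90 min prior to AlphaScreen measurement.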
HttQ103 aggreg – inhibitors of mutant huntingtin aggregate formation in PC12 cells; PC12 HttQ103-GFP aggregates, Acumen cytometry, 40 h; Potency, µM (highest dose often 46.1 µM), for inactives: top-dose activity change, negative = inhibition, usual class: inhibitors; hit rate 1.1% among 220,000; AID 1688; further: potency means the concentration at half of the fitted maximal effect; on the % scale 0 is the no-effect control and ±100 the full control effect; nearly all actives have a fitted effect of over 60% in size
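PC12 cells stably carrying ecdysone-inducible HTT exon 1 Q103–GFP were induced with tebufenozide (100 nM final) and treated with library compounds in titration. GFP aggregates in lysates were counted by laser scanning cytometry.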
Active calls of the source: *; ? = inconclusive; . = not tested or not shown; [ ] = remark or other dose. Unless noted, the call rests on the fitted dose curve; in most records, active means well fitted curve in the direction sought with a large enough effect; inconclusive means small, poorly fitted or top-dose-only effect, or another doubt; inactive means no such curve, though single readings can be large; an effect the other way counts as inactive or inconclusive. These rows are one share of the data, so the mix of outcomes need not match the whole.

molecule	NPSR antag	IMPase Li cell	Lamin A splicing	Luc counter	Epigenetic derep	CBFb RUNX1 block	HttQ103 aggreg
C=C(C)CSC1=C(C#N)C(c2ccccc2Cl)CC(=O)N1 (configuration not stated)	10%[46.1 µM]	11%[38.3 µM]	-9%	-7%	-1.5%	6%	-3%
CCCn1nnc(NC(=O)c2cc3ccccc3o2)n1	-3%[46.1 µM]	17%[38.3 µM]	7%	-7%	-2.1%	6%	17%
O=C(NCc1cccs1)c1nc2ncccn2n1	-3%[46.1 µM]	-1%[38.3 µM]	2%	1%	-0.7%	-3%	27%
Clc1ccc(COn2c(-c3ccc(Cl)cc3)nc3ccccc32)cc1	-27%[46.1 µM]	15%[38.3 µM]	-3%	-6%	-2.3%	19%	-17%
COc1cccc(NC(=O)c2ccccc2SC)c1	-3%[46.1 µM]	16%[38.3 µM]	5%	1%	0.0%	2%	3%
O=C(NNC1=NC2(CCCC2)Cc2ccccc21)c1ccncc1	4%	-8%	.	1%	1.3%	-2%	2%
O=C(OCC(=O)N1CCCC1)c1c2c(nc3ccccc13)CCCCC2	-10%	12%	-5%[46 µM]	2%	-4.2%	0%	20%
Cc1ccc(-n2cc(CN3CCC(CO)(Cc4cccc(C(F)(F)F)c4)CC3)cn2)cc1	?	-13%	.	.	-0.2%	13%	8%[9.22 µM]
CCCCCCSC1=C(C#N)C(c2ccccc2)CC(=O)N1 (configuration not stated)	-19%[46.1 µM]	21%[38.3 µM]	-8%	-1%	-1.9%	3%	-21%
O=C(CN1C(=O)NC2(CCCc3ccccc32)C1=O)N1CCN(C(=O)c2ccco2)CC1 (configuration not stated)	0%[46.1 µM]	22%[38.3 µM]	3%	-6%	0.0%	1%	-5%
COc1cc(OC)c(-c2nnc3n(CCc4ccccc4)c(=O)c4ccccc4n23)cc1OC	12%	0%	-9%	2%	0.0%	0%	-6%
O=C(CN1C(=O)/C(=C\c2ccc(F)cc2)Oc2ccccc21)NCc1ccco1	11%	-12%	-7%	-1%	0.0%	3%	-13%
CSc1ncc(C(=O)O)n1-c1ccc(F)cc1	-9%[46.1 µM]	-7%	-12%	4%	0.0%	11%	-5%
O=C(Nc1ccccc1N1CCN(c2ccc(F)cc2)CC1)C1CCCCC1	?	-8%[38.3 µM]	-1%	-1%	4.1%	3%	15%
CC(O)CNCCCCOc1ccc(OCc2ccccc2)cc1 (configuration not stated)	8%	3%	?	-1%	0.0%	-1%	11%
O=C(COc1ccc2ccccc2c1)Nc1ccncc1	-18%	7%	?	1%	0.0%	2%	18%[9.22 µM]
CCN(CC)S(=O)(=O)c1ccc(C)c(NC(=O)CN2CCN(Cc3ccccc3)CC2)c1	-21%	.	.	.	-0.9%	13%	16%[9.22 µM]
O=C(N/C(=C/C=C/c1ccccc1)C(=O)N1CCCCC1)c1ccc([N+](=O)[O-])cc1	-28%	-6%	.	12%	-1.5%	-14%	-8%
COc1ccc(OC)c(S(=O)(=O)N(C)CC(=O)O)c1	3%[46.1 µM]	.	-4%	.	-6.9%	-9%	6%
C/C=C/Cn1c(Br)nc2c1c(=O)n(C)c(=O)n2C	-7%[46.1 µM]	14%[38.3 µM]	10%	-2%	1.0%	-1%	-2%
CCCc1[nH]nc2c1C(c1ccc(OC(=O)N3CCOCC3)c(OC)c1)C(C#N)=C(N)O2 (configuration not stated)	-8%[46.1 µM]	-4%	1%	-4%	0.0%	11%	6%
FC(F)(F)c1ccc2c(c1)n(Cc1ccccc1)c1[n+]2CCCCC1	17%	4%	?	-1%	2.6%	6%	-8%
CN(C)c1nc(OCCOC(=O)Nc2ccc(Cl)cc2Cl)nc(N(C)C)n1	-19%[46.1 µM]	27%[38.3 µM]	-25%	-1%	-3.2%	6%	-6%
CC(/C=N/NC(=O)CSc1nc(C)cc(C)n1)=C\c1ccccc1	7%	11%	?	1%	1.1%	3%	-27%
CN1CCN(C2=NC3(CCCC3)C(C#N)C(=O)N2)CC1 (configuration not stated)	-12%[46.1 µM]	-17%[38.3 µM]	-4%	-5%	4.0%	7%	13%
COc1ccc(S(=O)(=O)N2CCOCC2)cc1NC(=O)[C@@H]1CCCN1C(=O)c1cccs1	-1%	0%	.	.	-1.3%	2%	-1%
CC(C)CNC(=O)NC(=O)COC(=O)Cn1cnc2ccccc2c1=O	18%	-5%	.	.	-1.3%	-1%	-13%
Cc1cc(C)c(-c2c(O)c3cccc4c3n(c2=O)CCC4)c(C)c1	-3%[46.1 µM]	-4%	-12%	5%	-0.8%	-3%	4%
CCOc1ccccc1NC(=S)N1CCC(NC(=O)NC23CC4CC(CC(C4)C2)C3)CC1	-25%[46.1 µM]	4%[38.3 µM]	?	-2%	-1.1%	2%	0%
O=C(CNC(=S)NC(=O)c1cccs1)c1ccccc1	-16%	-2%	0%	-7%	-3.3%	-5%	9%
COc1cc(CNCCc2ccccc2)ccc1OCc1ccc(Cl)nc1	-16%[46.1 µM]	59%[activator][38.3 µM]	-5%	-2%	1.5%	-6%	-5%
CC(=NCCN1CCNCC1)C1=C(O)CC(C)(C)CC1=O	-12%[46.1 µM]	.	?	.	?	-9%	-15%
Cc1cc(C)c(C#N)c(SCC(=O)NN2CC(=O)N(c3ccccc3F)CC2=O)n1	9%	1%	12%	0%	0.9%	-2%	-9%
CC(=O)Nc1ccc(SCC(=O)Nc2ccccc2Oc2ccccc2)cc1	-17%	2%	?	-2%	-1.1%	3%	2%
CC(C)(C)NC(=O)CCC1COc2ccccc2O1 (configuration not stated)	1%[46.1 µM]	24%[38.3 µM]	26%	-1%	1.0%	0%	1%
O=C(c1ccccc1)c1ccc(OCCOCCN2CCN(Cc3ccccc3)CC2)cc1	-58%	34%[activator]	-1%[46 µM]	-1%	1.1%	-4%	.
COc1ccc2[nH]c3c(NCCCN4CCCC4=O)ncnc3c2c1	-16%[46.1 µM]	-4%[38.3 µM]	19%	-5%	-1.9%	-3%	1%
CC(C)(C)c1ccc(-c2n[nH]c(=S)n2CCCN2CCOCC2)cc1	-17%	5%	11%[46 µM]	1%	-0.1%	3%	15%
NNC(=S)Nc1c(Br)cc(F)cc1Br	-23%	.	.	.	-0.8%	5%	-7%[9.22 µM]
CCc1ccccc1N(CC(=O)N1CCN(c2ccccc2F)CC1)S(C)(=O)=O	-11%[46.1 µM]	1%[38.3 µM]	-14%	1%	-1.6%	1%	-4%
COc1c(OC)c2occc2c2oc(=O)ccc12	.	2%	.	-3%	0.0%	4%	.
COc1ccc(C(=O)COC(=O)C2CCCN2C(=O)C23CC4CC(CC(C4)C2)C3)cc1 (configuration not stated)	-7%	0%	-5%	-3%	1.0%	-3%	?
CCOC(=O)N1CCN(C(=O)c2cccc(-n3c(=S)[nH]c4cc(Cl)ccc4c3=O)c2)CC1	-14%[46.1 µM]	0%[38.3 µM]	-3%	1%	-0.1%	2%	-8%
CCCCn1ccnc1C(=O)c1cc(S(=O)(=O)N2CCOCC2)ccc1C	-5%[46.1 µM]	26%[38.3 µM]	?	-1%	-3.1%	-2%	-31%
Cc1nn(C(C)C)c(C)c1[C@@H]1C[C@H]2CN(Cc3cccc(Cl)c3)C(=O)[C@]23CCCN13	-7%	.	.	.	?	2%	-19%[9.22 µM]
CCn1c(=O)cc(N2CCC3(CC2)OCCO3)[nH]c1=O	0%[46.1 µM]	23%[38.3 µM]	-4%	-1%	0.0%	9%	-4%
CSc1nc(N2CCOCC2)c2sccc2n1	10%	2%	.	-6%	-1.3%	-7%	9%[9.22 µM]
CCOC(=O)C(NC(=O)CC)(Nc1ccc(S(=O)(=O)Nc2cc(C)on2)cc1)C(F)(F)F (configuration not stated)	9%[46.1 µM]	-1%[38.3 µM]	5%	-1%	-0.9%	5%	5%
CC1(C)CC(NC(=O)CCc2nnc(CCCCc3ccccc3)o2)CCO1 (configuration not stated)	-8%	-1%	8%[46 µM]	-1%	-0.9%	-3%	2%[9.22 µM]
Cc1ccc(NC(=O)CC2SC(=O)NC2=O)cc1 (configuration not stated)	-2%	-4%	5%	-1%	0.0%	10%	2%

(next part)
molecule	NPSR antag	IMPase Li cell	Lamin A splicing	Luc counter	Epigenetic derep	CBFb RUNX1 block	HttQ103 aggreg
C=CCN1C=C2C(=O)C(C)(OC(=O)CCC(=O)OC)C(=O)C=C2C=C1C1CC1 (configuration not stated)	2%	12%	?	-4%[7.66 µM]	8.2%	8%[13.1 µM]	-17%[9.22 µM]
O=C(O)c1ccc2c(c1)S(=O)(=O)N=C1CCCCCN12	9%	-7%	-3%[46 µM]	-1%	-3.8%	1%	-2%
CCCCn1nnc(NC(=O)CC23CC4CC(CC(C4)C2)C3)n1	-6%[46.1 µM]	-14%[38.3 µM]	2%	1%	-0.9%	7%	-19%
CCOc1ccc(-c2c(C(=O)N/N=C/c3ccc(O)cc3)nnn2-c2nonc2N)cc1	-15%	.	.	.	1.1%	2%	10%[9.22 µM]
CCCCc1cc(=O)oc2cc(O)ccc12	-14%	-10%	.	1%	3.7%[10.1 µM]	-2%	17%[9.22 µM]
CCOC(=O)CSc1nnc(CNC(=O)c2ccc(S(=O)(=O)N3CCCC3)cc2)n1C	-1%[46.1 µM]	22%[38.3 µM]	7%	-1%	0.0%	-6%	-18%
COc1cccc(CC2(CO)CCCN(Cc3ccc(CN4CCCCC4)s3)C2)c1 (configuration not stated)	-7%	17%	-11%[46 µM]	0%	-1.6%	1%	15%[9.22 µM]

Molecules above with a tert-butyl group:
molecule	NPSR antag	IMPase Li cell	Lamin A splicing	Luc counter	Epigenetic derep	CBFb RUNX1 block	HttQ103 aggreg
CC(C)(C)NC(=O)CCC1COc2ccccc2O1 (configuration not stated)	1%[46.1 µM]	24%[38.3 µM]	26%	-1%	1.0%	0%	1%
CC(C)(C)c1ccc(-c2n[nH]c(=S)n2CCCN2CCOCC2)cc1	-17%	5%	11%[46 µM]	1%	-0.1%	3%	15%

Source: PubChem BioAssay (National Center for Advancing Translational Sciences (NCATS))
